TCR act: activators of T cell receptors; primary human leukocytes, anti-CD3, IL-2 HTRF, 48 h; Potency, µM (series often up to 9.22 µM), for inactives: at the top dose activation of IL-2 secretion, actives largely listed as activators; 330,000 tested, under 10 active; also: % of control where 0% means no effect
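Activity was scored as IL-2 release from primary human leukocytes given only a TCR signal (a-CD3 beads) plus compound for 48 hr. Detection used a two-antibody HTRF format read at 665nm.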
ELG1 DNA repair: inhibitors of ELG1-dependent DNA repair in HEK293T cells; HEK293T ELG1-luciferase reporter, luminescence, 16 h; DNA damage induced by 5-fluorouridine; Potency, µM (doses to about 46.1 µM), without a hit: top-dose activity change, negative = inhibition, hits mostly inhibitors; 330,000 tested, 2.3% active; also: potency is read from the fitted curve at half-maximal effect; % is scaled to controls: 0 for no effect and ±100 for the full control effect; nearly all actives have a fitted effect of over 55% in size
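5-Fluorouridine DNA damage + compound/DMSO, 2,000 cells/well, 16 h, 37 °C/5% CO2. ONE-Glo, 30 min RT, luminescence. Readout = decrease in reporter signal.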
Eya2 phos inh: Eya2 (human) phosphatase inhibition. O00167. recombinant Eya2, OMFP fluorescence dephosphorylation (OMFP is methylfluorescein phosphate). Potency, µM (series often up to 76.9 µM), for inactives: at the top dose activity, negative = inhibition, actives largely listed as inhibitors. 330,000 tested, 0.006% active; also: potency is read from the fitted curve at half-maximal effect; % is scaled to controls: 0 for no effect and ±100 for the full control effect
Target sequence (O00167 whole entry, looked up): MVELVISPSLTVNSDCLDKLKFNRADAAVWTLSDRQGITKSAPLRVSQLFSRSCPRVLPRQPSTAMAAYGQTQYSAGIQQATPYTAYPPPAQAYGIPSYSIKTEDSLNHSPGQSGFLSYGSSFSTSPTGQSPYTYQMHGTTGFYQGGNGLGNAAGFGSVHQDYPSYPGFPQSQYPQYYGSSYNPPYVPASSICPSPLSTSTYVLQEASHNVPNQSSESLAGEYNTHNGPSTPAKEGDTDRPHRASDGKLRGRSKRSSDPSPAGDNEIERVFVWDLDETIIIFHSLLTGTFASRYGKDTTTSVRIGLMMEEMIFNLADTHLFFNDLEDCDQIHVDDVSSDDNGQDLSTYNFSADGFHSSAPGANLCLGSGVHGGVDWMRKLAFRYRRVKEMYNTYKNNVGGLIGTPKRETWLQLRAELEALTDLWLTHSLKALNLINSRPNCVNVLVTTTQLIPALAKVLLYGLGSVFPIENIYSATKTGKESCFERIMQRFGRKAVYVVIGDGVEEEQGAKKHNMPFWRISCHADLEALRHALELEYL
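Eya2 (0.2 uM) preincubated 10 min at ambient with compound, then OMFP substrate added at 50 uM; 10 min reaction in 50 mM HEPES pH 7.5, 50 mM NaCl, 5 uM MgCl2, 0.05% BSA, 1 mM DTT. Fluorescence read at Ex 485/Em 525 nm.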
TRPV1 agonist: human TRPV1 agonism. Q8NER1. TRPV1-expressing cells, Fluo-8 calcium influx, agonist mode. activation, % at 8.33 µM. 320,000 tested, 0.19% active. AID 540275; in the data active = activation above about 80%; inconclusive = between about 30% and that limit; also: 0% is about no effect
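Cells expressing TRPV1 were dye-loaded with Fluo-8 and read kinetically: 10 s baseline, 3 min after compound (agonist portion), then 2 min after EC20 capsaicin (allosteric enhancer portion). Calcium-bound dye fluorescence at 480/520 nm.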
Mito fusion act: mitochondrial division inhibition or fusion activation; Potency, µM (highest dose often 46.1 µM), inactives show at the highest dose growth rescue (activation), usual class: activators; S. cerevisiae fusion-defective mutant growth rescue, CellTiterGlo 48 h; 320,000 tested, 0.23% active; AID 485298;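 also: potency is read from the fitted curve at half-maximal effect; % of control where 0% means no effect; nearly all actives have a fitted effect of over 45% in size; temperature-sensitive fusion mutants such as fzo1-1 at 37 °C on non-fermentable ethanol glycerol medium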
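Read-out: ATP-based luminescence (CellTiterGlo, 10 min ambient) reporting growth of fusion-defective ts yeast after 48 hours at 37C on glycerol/ethanol YPEG medium in the presence of compound.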
TSHR antagonist: antagonists of human thyroid stimulating hormone receptor. P16473. TSHR-expressing cells, TSH-stimulated cAMP HTRF, 2 h; hits give low values. activity change, negative = inhibition, % at 11.5 µM. 330,000 tested, 0.2% active;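 active = activity change below a set negative limit, meaning inhibition stronger than a set level, cut at about -70% in these data; inconclusive = activity change between two set negative limits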; also: % is scaled to controls: 0 for no effect and ±100 for the full control effect
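Read-out is FRET at 665 nm (cryptate excitation 337 nm) from a cryptate-tagged anti-cAMP antibody, competed by cell cAMP against cAMP-d2. Compounds are tested on freshly harvested TSHR cells challenged with 4nM TSH (EC80) for 2 hours at 37 deg C.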
KCNH2 WT inh: blocks the wildtype human KCNH2 potassium channel; U2OS, BacMam KCNH2, thallium flux FluxOr; hits give low values; Q12809; 340,000 tested, 0.37% active; activity change, % at 1.84 µM;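 active = maximum activity change below -70%; inconclusive = maximum activity change between -70% and -50%; inactive = maximum activity change above -50%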; also: % is scaled to controls: 0 for no effect and ±100 for the full control effect
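U2OS cells transduced with wild-type KCNH2 virus are loaded with FluxOr dye for 45 min, and thallium flux is measured in kinetic reads before and after stimulation buffer. Rate constants are normalized to DMSO controls.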
USP2a block: USP2a (human) protease inhibition; O75604; USP2 core, Ub-CHOP2 coupled fluorogenic reporter, 485/531; AID 463254; Potency, µM (highest dose often 38.3 µM), without a hit: top-dose activity change, negative = inhibition, usual class: inhibitors; 330,000 tested, 0.01% active;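 also: potency is read from the fitted curve at half-maximal effect; plate controls were DMSO wells for no effect and full inhibition by NEM control for full effect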
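Cell-free coupled assay: 10nM USP2 core preincubated 30min RT with compound in Tris-HCl pH 8.0/CaCl2/CHAPS buffer, then 25nM Ub-CHOP2 and 25nM reporter substrate; fluorescence (Ex 485/Em 531) read after 60min RT, normalized to NEM inhibition, concentration-response curves fitted.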
A-T KAP1 phos: candidate therapy for ataxia-telangiectasia; […] A-T fibroblasts, KAP-1 phosphorylation AlphaLISA; neocarzinostatin DNA damage 30 min before lysis; Potency, µM (top dose mostly 57.5 µM), without a hit: at the top dose activation, actives largely listed as activators; 320,000 tested, 0.19% active; AID 485349; also: potency is read from the fitted curve at half-maximal effect; % of control where 0% means no effect; nearly all actives have a fitted effect of over 45% in size
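ATM-like activity read as KAP-1 phosphorylation via AlphaLISA donor/acceptor antibody pairs after lysis and 6 hr at 25C. Cells were ATM-null patient fibroblasts ([…], hTERT), dosed 60 min, then exposed to the DSB inducer NCS for 30 min.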
KCNH2 3.1 inh: blocks the human KCNH2 3.1 channel isoform. U2OS KCNH2 3.1, thallium flux FluxOr; hits give low values. activity change, % (tested at about 1.8 µM). 340,000 tested, 0.95% active;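 active = maximum activity change below -70%; inconclusive = maximum activity change from -70% to -50%; inactive = maximum activity change above -50%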;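 also: thallium influx rate constant from kinetic fluorescence after stimulation buffer; % is scaled to controls: 0 for no effect and ±100 for the full control effect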
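Normalized rate constant (relative to positive and negative DMSO controls) derived from a 2 min kinetic fluorescence read after stimulation; U2OS cells expressing the 3.1 isoform via virus at 1.77 x 10^8 /mL.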
Numbers without * were called inactive; ? = inconclusive; . = no result given; [ ] = remark or other dose. Unless noted, calls follow the shape of the dose curve; as a rule, active = well fitted curve in the direction sought with a large enough effect; inconclusive = small, poorly fitted or top-dose-only effect, or another doubt; inactive = no such curve, though single readings can be large; an effect the other way counts as inactive or inconclusive. Some of the compounds tested (hit frequency here may not be typical).

Each structure is followed by: TCR act	ELG1 DNA repair	Eya2 phos inh	TRPV1 agonist	Mito fusion act	TSHR antagonist	KCNH2 WT inh	USP2a block	A-T KAP1 phos	KCNH2 3.1 inh
CCOc1ccc(C2NC(=O)C(C#N)=C(S)N2c2ccc(C)cc2)cc1OC (stereo not drawn)
→ -2.7%	0.0%	-23.9%	-1.6	6.4%	-6.3	-0.8	5.1%	-4.7%	12.7
CCc1ccc(Nc2oc(C)cc(=O)c2C(C)=O)cc1
→ -3.6%	?	-15.4%	-0.1	-1.0%	-8.7	1.9	-1.6%	-1.0%	-1.5
Cc1ccccc1NS(=O)(=O)c1ccc(C(=O)NCC(C)(C)N2CCOCC2)cc1
→ -4.1%	-17.1%	-3.2%	1.7	0.9%	0.3	2.0	-0.3%	-0.9%	-2.4
CCN1CCN(C(CNS(=O)(=O)c2ccc(Cl)cc2)c2cccnc2)CC1 (stereo not drawn)
→ -3.5%	11.9%	2.3%	-3.2	2.1%	-14.3	-1.9	-0.3%	-0.3%	-47.4
O=C(O)C1Cc2ccccc2CN1C(=O)COc1ccc(Cl)cc1 (stereo not drawn)
→ 6.1%	4.3%	16.2%	0.7	0.9%	1.4	1.5	-1.3%	-4.6%	-9.4
Clc1ccc(Oc2cnc3ccccc3n2)cc1
→ -3.3%	?	6.2%	.	0.1%	1.5	10.0	0.5%	8.3%	-3.3
CN(C)C(=O)COn1c(SCC(=O)N(C)C)nc2ccccc2c1=O
→ 3.9%	5.7%	-2.4%	1.6	0.6%	0.2	-13.8	0.6%	5.7%	16.1
Cc1nc2nc(Cc3ccccc3)[nH]n2c(=O)c1Cl
→ -4.6%	-2.4%	-0.7%	-3.0	-2.7%	8.0	2.0	0.2%	.	4.1
OCC1(CCCc2ccccc2)CCN(Cc2cnc(N3CCOCC3)s2)CC1
→ -3.7%	?	7.4%	-1.3	3.2%	-7.8	8.4	3.7%	1.5%	-0.8
COc1cccc(CC2(CO)CCN(Cc3ccc4cccc(F)c4n3)CC2)c1
→ 2.0%	-10.5%	-7.0%	7.3	-3.3%	12.9	18.9	8.8%	-1.2%	-10.4
Oc1c(C=NCc2ccccc2)sc2ccccc12
→ 2.1%	?	10.1%	4.8	-2.1%	-4.6	-5.0	2.9%	-9.6%	-1.0
O=C(NC1CCCC1)C1CCN(C(=O)c2cc(Cl)ccc2Cl)CC1
→ 0.4%	-1.1%	-13.6%	0.7	-3.4%	3.6	1.8	2.6%	-3.9%	-2.7
CCC(=O)Nc1ccc(C(=O)CSc2nnc(-c3ccccc3F)n2C2CC2)cc1
→ -1.3%[46.1 µM]	?	2.4%	2.1	-5.7%	-7.7	3.4	1.9%	0.9%	4.7
Nc1ccc(S(=O)(=O)NC2(C(F)(F)F)NC(=O)N(Cc3ccccc3)C2=O)cc1 (stereo not drawn)
→ -1.6%	1.9%	4.1%	0.3	1.1%	6.7	13.5	1.9%	-0.5%	2.3
CCCC(=O)N1CCN(c2ccc(NC(=S)NC(=O)c3cccc(C)c3)cc2)CC1
→ -2.5%	16.4µM*	16.0%	5.4	2.4%	-4.6	-14.4	1.2%	-1.7%	-12.8
COc1ccc(N2CCN(C(=O)c3cc4c(s3)CCCCC4)CC2)cc1
→ 3.1%	-1.8%	-6.1%	?	25.5%	-12.8	-1.2	2.7%	3.0%	1.5
C=CCn1c(SCC(=O)Nc2ncc(Cc3cc(Cl)ccc3Cl)s2)nnc1-c1ccncc1
→ 1.6%	1.7%	23.3%	1.8	-2.0%	-2.6	2.9	-2.5%	-5.0%	-10.0
COc1ccc(C(C)=O)cc1CN1C(=O)NC2(CCCCC2)C1=O
→ 0.1%	-6.5%	-2.5%	6.8	2.5%	0.0	-5.7	5.7%	3.0%	-2.3
Cc1cc(Cl)nc2ccc(Cc3ccc4nc(Cl)cc(C)c4c3)cc12
→ 3.1%	?	-14.2%	-2.8	-1.7%	14.4	-2.3	6.2%	5.0%	-1.6
Oc1cccc2ccc(/C=C/c3c(F)cccc3Cl)nc12
→ 3.1%	?	-1.1%	-0.2	-1.5%	-1.7	6.4	-5.2%	-3.0%	-16.6
O=C1N/C(=C/c2cccn2-c2ccccc2)C(=O)N1Cc1ccc(F)cc1
→ -4.8%[46.1 µM]	4.6%	-5.7%	4.9	-0.3%	3.1	-11.4	-0.5%	-4.2%	-1.2
Cc1nnc(SCC(=O)NC(C)(C)C)n1NCc1cccc(Br)c1
→ 6.7%	9.5%	-6.9%	4.9	8.2%	-16.4	0.0	1.5%	-13.7%	3.2
CCOc1ccc(Br)cc1S(=O)(=O)NCCN1CCCC1
→ 1.6%	9.1%	10.2%	-7.4	9.4%	4.9	-0.4	-0.1%	-8.8%	-11.5
CC(NC(=O)COC(=O)c1ccc([N+](=O)[O-])o1)c1ccccc1 (stereo not drawn)
→ -6.7%[46.1 µM]	7.0%	1.3%	.	.	-6.0	4.0	3.3%	2.2%	8.4
O=C(c1cccc(C(F)(F)F)c1)C1CCCN(Cc2cccn2-c2ncccn2)C1 (stereo not drawn)
→ 1.8%	-9.9%	-4.2%	6.7	-3.0%	-9.0	-72.4*	-0.1%	-0.1%	-8.8
CCOc1cc(S(=O)(=O)N2CCN(C(=O)c3ccco3)CC2)ccc1F
→ .	-11.2%	-0.5%	6.7	-2.4%	-19.5	2.9	0.6%	-1.0%	-13.5
O=C(O)C1CC(=O)N(CCOc2ccccc2)C1 (stereo not drawn)
→ -32.6%	6.6%	3.5%	0.7	-1.6%	-0.1	-2.2	4.4%	0.3%	1.8
Nc1nc(SCC(=O)NCCC(c2ccccc2)c2ccccc2)n[nH]1
→ -0.8%	1.6%	-14.4%	?	-1.5%	2.3	6.3	1.0%	1.1%	-8.4
COC(=O)c1cc(-c2ccc(Br)cc2)on1
→ -2.0%	3.4%	1.2%	.	-2.2%	7.6	7.9	2.4%	15.9%	-18.2
COc1nc(N)nc(N2CCOCC2)n1
→ -0.3%	1.0%	-3.7%	0.6	5.9%	-4.4	-2.2	0.7%	-2.0%	4.6
Cn1nc(C(F)(F)F)c(-c2ccccc2)c1NC(=O)c1nccnc1C(=O)O
→ 4.0%	-13.6%	1.8%	2.8	-1.0%	16.6	-6.3	0.0%	24.7%	-5.4
Cc1cc(C(=O)COC(=O)CC(NC(N)=O)c2ccc(Cl)cc2)c(C)n1C (stereo not drawn)
→ 1.6%	1.8%	-29.6%	.	.	4.5	7.6	0.8%	-7.6%	39.1
COc1ccc(CCCNC(=O)C2CCC(=O)N(CC3CCCCC3)C2)cc1 (stereo not drawn)
→ 4.1%	19.7%	-6.6%	20.5	0.5%	-12.7	-173.3*	-1.2%	29.7%	-168.4*
O=C(NC1CCCCC1)C(c1ccccn1)N(C(=O)c1csnn1)C1CCCCC1 (stereo not drawn)
→ -2.5%	0.0%	-1.4%	18.0	-8.1%	19.3	-6.9	3.4%	3.1%[11.5 µM]	-20.8
COP1(=O)C[C@@H](O)[C@@H](O)[C@@H](COCc2ccccc2)O1 (stereo partly drawn)
→ -5.0%	-7.0%	-0.1%	-3.7	-6.0%	-1.1	6.3	-3.7%	2.7%	-22.4
COc1ccc(/C(N)=N/OC(=O)Cc2ccc(OC)c(OC)c2)cc1
→ -5.3%	22.2%	-1.7%	1.2	-0.3%	-15.3	-6.2	-3.7%	13.6%	-12.3
O=c1[nH]c(C2CCN(S(=O)(=O)c3cccc([N+](=O)[O-])c3)CC2)nc2c1nnn2Cc1ccccc1
→ -2.5%	?	-12.7%	0.5	5.5%	-3.6	-0.4	1.1%	5.4%	4.3
Cc1ccc(NC(=O)COC(=O)c2ccc(=O)n(Cc3ccccc3)n2)cc1F
→ 3.1%	24.4%	26.5%	1.3	-4.4%	-4.1	-2.7	0.0%	-0.8%	5.5
CCOc1ccc(NC(=O)c2cc(SC)ccc2Cl)cc1
→ -2.5%[46.1 µM]	-24.2%	-2.4%	11.2	-1.3%	-8.0	18.8	2.2%	0.7%	3.7
Cc1cc(OCC(O)CN2CCCC2)cc(C)c1Cl (stereo not drawn)
→ 1.3%	1.0%	-5.4%	5.4	-6.5%	7.2	21.2	1.8%	1.4%	-17.6
Cc1nnc(Nc2ccc3c(c2)OCO3)c2ccccc12
→ 3.0%	?	7.4%	21.0	-2.0%	-0.5	-20.4	-0.1%	-8.3%	8.8
CC1(C)CC(=O)CC(C)(C)N1OC(=O)c1ccccn1
→ 3.2%	4.2%	2.0%	-4.1	-8.1%	3.0	-17.1	-6.3%	0.5%	-9.5
CC1CCN(c2ccc([N+](=O)[O-])cc2C(=O)NCC2CCCO2)CC1 (stereo not drawn)
→ 0.1%	0.0%	-7.1%	?	6.3%	-3.6	-12.5	0.3%	-10.3%	4.1

Screening data: PubChem, National Center for Advancing Translational Sciences (NCATS)
